From PubChem
FBPA coupling cs: inhibits coupling enzyme system, counter-screen for aldolase hits; coupling enzyme system counterscreen, AmpLite Red fluorescence; activity change, negative = inhibition, % at 58.2 µM, hits read low; actives 0.67% (n = 290,000); AID 2472; in the data active means activity change below about -30%; further: on the % scale 0 is the no-effect control and ±100 the full control effect
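Activity here indicates interference with the coupling reaction, not aldolase inhibition. Compounds at 57.5 uM final met coupling enzymes for 10 min at RT; substrate and AmpLite Red detection followed, with a 525/598 nm fluorescence read after 20 min.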
KCNH2 WT inh: inhibitors of human wildtype KCNH2 potassium channel; actives 0.37% (n = 340,000); U2OS, BacMam KCNH2, thallium flux FluxOr; hits give low values; AID 720551; Q12809; activity change, % at 1.84 µM;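 active means maximum activity change below -70%; inconclusive means maximum activity change between -70% and -50%; inactive means maximum activity change above -50%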; further: on the % scale 0 is the no-effect control and ±100 the full control effect
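U2OS cells transduced with wild-type KCNH2 virus are loaded with FluxOr dye for 45 min, and thallium flux is measured in kinetic reads before and after stimulation buffer. Rate constants are normalized to DMSO controls.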
TRPV1 ag: activates the human vanilloid receptor TRPV1. Q8NER1. TRPV1-expressing cells, Fluo-8 calcium influx, agonist mode. activation, % at 8.33 µM. actives 0.19% (n = 320,000); in the data active means activation above about 80%; inconclusive means between about 30% and that limit; further: 0% is about no effect
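TRPV1-expressing cells were cultured overnight at 35.5C and loaded with Fluo-8 calcium dye for 40 to 90 min at room temperature. After a 10 s baseline, compound was added and calcium influx was read kinetically for 3 min (ex 480/em 520 nm).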
Giardia killer: Giardia lamblia killing. Giardia lamblia trophozoite viability. activity change, % at 7.66 µM, hits read low. actives 0.15% (n = 340,000). AID 540267; in the data active means activity change below about -80%; inconclusive means between about -30% and that limit;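 further: parasites exposed to compound for two days anaerobically before the ATP read; on the % scale 0 is the no-effect control and ±100 the full control effect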
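Anaerobic 48 hrs incubation at 37 deg C of 100 trophozoites/well with test compounds; ATPLite 1-Step luminescence, 15-30 min RT, reports cellular ATP as viability.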
USP2a inh: USP2a (human) protease inhibition | O75604 | USP2 core, Ub-CHOP2 coupled fluorogenic reporter, 485/531 | Potency, µM (titrated, usually from 38.3 µM), without a hit: at the top dose activity change, negative = inhibition, usual class: inhibitors | actives 0.01% (n = 330,000);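 further: potency means the concentration at half of the fitted maximal effect; plate controls were DMSO wells for no effect and full inhibition by NEM control for full effect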
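Cell-free coupled assay: 10nM USP2 core preincubated 30min RT with compound in Tris-HCl pH 8.0/CaCl2/CHAPS buffer, then 25nM Ub-CHOP2 and 25nM reporter substrate; fluorescence (Ex 485/Em 531) read after 60min RT, normalized to NEM inhibition, concentration-response curves fitted.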
B2AR arrestin: agonists driving beta-arrestin recruitment to human beta2-adrenergic receptor. actives 0.02% (n = 330,000). Potency, µM (titrated, usually from 46.1 µM), without a hit: at the highest dose activation, actives largely listed as activators. P07550. beta-arrestin recruitment to beta2AR, cell-based reporter;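 further: potency means the concentration at half of the fitted maximal effect; 0% = DMSO controls and full agonism = EC100 isoproterenol or metaproterenol; nearly all actives have a fitted effect of over 65% in size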
Target sequence (P07550 whole entry, looked up): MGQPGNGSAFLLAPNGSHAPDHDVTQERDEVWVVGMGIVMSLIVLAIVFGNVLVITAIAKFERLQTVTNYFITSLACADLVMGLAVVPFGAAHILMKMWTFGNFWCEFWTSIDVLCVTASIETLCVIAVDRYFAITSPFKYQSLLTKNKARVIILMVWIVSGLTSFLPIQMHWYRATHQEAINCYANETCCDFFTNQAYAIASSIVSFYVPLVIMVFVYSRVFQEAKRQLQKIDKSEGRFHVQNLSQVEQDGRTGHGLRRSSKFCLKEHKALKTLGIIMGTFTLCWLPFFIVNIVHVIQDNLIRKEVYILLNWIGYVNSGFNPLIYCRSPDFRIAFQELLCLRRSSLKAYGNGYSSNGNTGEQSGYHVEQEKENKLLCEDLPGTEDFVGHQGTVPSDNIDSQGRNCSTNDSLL
KCNH2 3.1 block: inhibitors of human KCNH2 3.1 potassium channel isoform; U2OS KCNH2 3.1, thallium flux FluxOr; hits give low values; activity change, % (tested at about 1.8 µM); actives 0.95% (n = 340,000);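 active means maximum activity change below -70%; inconclusive means maximum activity change from -70% to -50%; inactive means maximum activity change above -50%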;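 further: thallium influx rate constant from kinetic fluorescence after stimulation buffer; on the % scale 0 is the no-effect control and ±100 the full control effect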
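Channel expression came from 3.1 mutant virus (1.77 x 10^8 /mL) applied to suspended U2OS cells for 4 h. Flux was tracked with FluxOr dye plus Red40 quencher, and kinetic rate constants normalized to controls.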
Menin-MLL TR inh: displaces Texas Red mutant MLL peptide from human menin. O00255. Menin + Texas Red MLL mutant peptide, fluorescence polarization. Potency, µM (top dose mostly 61.6 µM), inactives show at the top dose FP activity change, negative = inhibition, most hits filed as inhibitors. actives 0.23% (n = 270,000). AID 1768; active means well fitted inhibition curve with a large enough effect in the polarisation, with a control signal flat, not every such curve was filed as active; inconclusive means small, poorly fitted or top-dose-only effect, or effect the other way, or a change in a side signal; inactive means no such curve, though single readings can be large or run the other way; the % refers to the polarisation; further: potency means the concentration at half of the fitted maximal effect; % of control where 0% means no effect; many of its hits are not listed in these tables
CXXC DNA block: blocks binding of human MLL CXXC domain to DNA; actives 0.037% (n = 290,000); MLL-CXXC / FITC-HOXA9 DNA fluorescence polarization; Q03164; Potency, µM (highest dose often 115 µM), for the others: at the highest dose activity change, negative = inhibition, usual class: inhibitors; active means well fitted inhibition curve with a large enough effect in the polarisation, with a control signal flat, not every such curve was filed as active; inconclusive means small, poorly fitted or top-dose-only effect, or effect the other way, or a change in a side signal; inactive means no such curve, though single readings can be large or run the other way; the % refers to the polarisation; further: potency means the concentration at half of the fitted maximal effect
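Fluorescence polarization: 7 uM MLL-CXXC (stock) preincubated 5 min with compounds, then 50 nM fluorescein-HOX-A9 DNA (stock) added; 30 min ambient. Buffer 50 mM Tris-HCl pH 7.5, 50 mM NaCl, 1 mM DTT, 0.05% BSA.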
GALK inhibitor: blocks human galactokinase activity. Purified GALK, Kinase-Glo residual ATP luminescence. Potency, µM (titrated, usually from 57.5 µM), for the others: top-dose activity change, negative = inhibition, actives largely listed as inhibitors. actives 0.007% (n = 270,000). AID 1868; further: potency means the concentration at half of the fitted maximal effect; on the % scale 0 is the no-effect control and ±100 the full control effect
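Luminescence from leftover ATP (Ultra-Glo luciferase/luciferin) served as read-out after a 1 h room-temperature reaction of 5 nM GALK with 35 uM ATP and 100 uM galactose.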
PKM2 activator: activators of human pyruvate kinase M2 | purified PKM2, Kinase-Glo ATP luminescence, activation; response scale: 0% is enzyme alone, no compound | Potency, µM (series often up to 57.5 µM), without a hit: top-dose activation, hits mostly activators | actives 0.34% (n = 260,000) | AID 1631; further: potency means the concentration at half of the fitted maximal effect; on the % scale 0 is the no-effect control and ±100 the full control effect; nearly all actives have a fitted effect of over 55% in size
Target sequence (P14618 whole entry, looked up): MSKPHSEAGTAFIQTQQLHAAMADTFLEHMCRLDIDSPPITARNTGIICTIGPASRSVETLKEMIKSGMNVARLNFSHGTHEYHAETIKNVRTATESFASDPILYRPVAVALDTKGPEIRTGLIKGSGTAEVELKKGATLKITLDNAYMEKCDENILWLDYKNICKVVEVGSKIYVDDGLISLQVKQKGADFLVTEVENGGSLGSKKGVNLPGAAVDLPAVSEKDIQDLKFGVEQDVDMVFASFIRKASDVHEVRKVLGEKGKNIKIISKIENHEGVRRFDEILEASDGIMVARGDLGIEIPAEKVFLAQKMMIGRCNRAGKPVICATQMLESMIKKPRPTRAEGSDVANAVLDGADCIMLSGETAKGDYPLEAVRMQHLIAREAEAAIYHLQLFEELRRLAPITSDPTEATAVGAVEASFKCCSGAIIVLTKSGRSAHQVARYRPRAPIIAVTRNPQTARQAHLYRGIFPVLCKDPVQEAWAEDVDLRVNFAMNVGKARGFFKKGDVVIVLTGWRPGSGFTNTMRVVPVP
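ATP formation by purified human PK-M2, quantified via coupled luciferase luminescence after 1 h at room temperature with 0.1 mM ADP and 0.5 mM PEP final.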
* = called active by the depositor; u = inconclusive; x = no result given; [ ] = dose if it differs, or a comment. Unless noted, the call rests on the fitted dose curve; in most records, active means well fitted curve in the direction sought with a large enough effect; inconclusive means small, poorly fitted or top-dose-only effect, or another doubt; inactive means no such curve, though single readings can be large; an effect the other way counts as inactive or inconclusive. The list is partial; count on the stated rates, not on these rows.

SMILES	FBPA coupling cs	KCNH2 WT inh	TRPV1 ag	Giardia killer	USP2a inh	B2AR arrestin	KCNH2 3.1 block	Menin-MLL TR inh	CXXC DNA block	GALK inhibitor	PKM2 activator
CC(C)CNC(=O)c1ccc(NC(=O)c2ccccc2[N+](=O)[O-])cc1	2	0	2	-1	-1%	-1.2%	4	-10%	0%	2%	-7%
COc1cccc(C(=O)NCCS(=O)(=O)NCC2CCCO2)c1 (stereo unspecified)	x	-8	4	-9	1%	-0.2%	9	x	x	x	x
COc1ccc(OC)c(CNc2nc3ccccc3n2CCN2CCCCC2)c1	-3	54	u	10	-5%	-0.1%	-15	u	6%	-2%	-8%
CCCC(=O)C1=C(O)C(C(=O)OC)C(C)(C)CC1=Nc1ccccc1 (stereo unspecified)	5	-2	u	7	3%	0.0%	17	-10%	-2%	0%	-1%
CCOc1cc(C(=O)OCC(=O)Nc2cc(C)on2)ccc1OCC(C)C	7	1	3	18	2%	-0.5%	-2	13%	-27%	2%	-7%
COc1ccccc1N1CCN(C(=O)Nc2cccc(C)c2)CC1	0	-3	u	8	-4%	0.7%	10	0%	-1%	4%	-1%
Cc1cc(C)n(CC(C)Nc2nc3nonc3nc2N2CCCCC2)n1 (stereo unspecified)	-1	-10	10	-7	-2%	-1.5%	1	-1%	7%	0%	-4%
CCOc1cc(/C=N/Nc2nnc(C)n2N)ccc1O	-8	9	-8	-9	2%	0.0%	3	u	20%	0%	x
CN(C)C(CNC(=S)Nc1ccccc1Cl)c1cccnc1 (stereo unspecified)	0	4	-6	7	2%	-0.1%	10	10%	19%	5%	-2%
CN1C(=O)C(O)(CC(=O)c2cccc(-n3cccc3)c2)c2ccccc21 (stereo unspecified)	0	3	5	u	0%	0.4%	15	0%	10%	0%	-8%
CC1CN(C(=O)COC(=O)c2nn(-c3ccccc3)c(=O)c3ccccc23)CC(C)O1 (stereo unspecified)	3	x	-1	-10	1%	0.2%	-3	-6%	3%	8%	-3%
Cc1ccc2c(c1)C(c1ccncc1)=NNC(c1ccc(F)cc1)=N2	0	6	13	19	-1%	0.3%	-6	-9%	-7%	7%	1%
Cc1[nH]c2ccc(C(=O)NCCCN(C)C3CCCCC3)cc2c1C	3	10	1	15	2%	0.5%	1	1%	17%	9%	1%
CCOCCCNC(=O)C(c1ccc(OC)cc1)N(Cc1ccc2c(c1)OCO2)C(=O)c1ccccn1 (stereo unspecified)	0	-13	2	-2	-1%	0.0%	6	-4%	u	10%	x
COc1ccccc1OCCCCCc1c(C)n[nH]c1C	-5	-17	9	-3	1%	-0.9%	-5	u	5%	0%	7%
O=C(CNC1C(=O)Nc2ccccc21)Sc1ccccc1 (stereo unspecified)	2	-2	-7	9	0%	0.2%	-15	2%	-4%	-5%	-16%
COc1ccc(N2CCN(CC(O)COc3ccc([N+](=O)[O-])cc3)CC2)cc1 (stereo unspecified)	2	-21	-4	-3	0%	-0.4%	u	-8%	-6%	-3%	-5%
O=C1CC(=O)Nc2cc(S(=O)(=O)N3CCOc4ccccc43)ccc2N1	-6	0	-6	-8	0%	-0.2%	-19	-5%	x	x	28%
Cc1cc(C(=O)OCC(=O)Nc2nc(-c3ccccc3)cs2)c(C)o1	2	-5	0	-25	-1%	0.3%	-9	u	12%	2%	0%
CCOc1ccccc1N1CCN(Cc2ccc(OC)c(OC)c2OC)CC1	-2	3	4	-12	-1%	0.2%	-4	-2%	5%	0%	-21%
OCC[C@@H]1C[C@@H](O)[C@H](O)[C@]2(Cc3ccccc3CCO2)O1	-1	5	2	24	-1%	-0.6%	8	-10%	-5%	x	0%
CN(C(=O)c1ccccc1C(=O)OCC(=O)Nc1ccc(OC(F)F)cc1)c1ccccc1	x	7	-3	-21	-15%	0.8%	0	x	x	x	x
COc1ccc(OC)c2c1nc1n2CCS1	5	5	2	-13	3%	-0.3%	2	-1%	9%	1%	6%
CC(C)(C)n1nnnc1C(c1cccs1)N(Cc1ccccc1)Cc1cccnc1 (stereo unspecified)	6	8	u	-19	2%	-0.2%	-2	-3%	14%	1%	-4%
Cn1c(SCc2ccccc2)nnc1-c1ccc2nonc2c1	3	-11	2	-8	3%	0.4%	-14	x	-3%	-2%	9%
SMILES	FBPA coupling cs	KCNH2 WT inh	TRPV1 ag	Giardia killer	USP2a inh	B2AR arrestin	KCNH2 3.1 block	Menin-MLL TR inh	CXXC DNA block	GALK inhibitor	PKM2 activator
Cc1cc(-c2ccc(Cl)cc2)n2nc(N)nc2n1	3	-1	-2	-8	0%	-0.2%	-2	13%	2%	-1%	-1%
O=C(CCSc1ccccc1)Nc1nnc(-c2ccccc2)o1	5	-4	0	17	-1%	-0.9%	-42	-10%	0%	2%	0%
COc1ccc(NC2SC(=O)N(C)C2=O)cc1 (stereo unspecified)	2	-4	2	7	2%	-0.1%	2	1%	11%	-1%	-7%
COc1ccccc1CN(C)C(=O)c1cc2ccccc2o1	1	-7	17	-18	-1%	0.1%	-1	-28%	3%	0%	-10%
COc1ccc(C(=O)N2CC=C(c3ccccc3)CC2)cc1S(=O)(=O)N1CCOCC1	0	0	x	31[activator]	3%	-0.4%	8	3%[11.7 µM]	4%	1%	2%
O=C(CSc1ncnc2nc[nH]c12)c1ccccc1	5	-13	-1	-11	0%	0.0%	-27	3%	-3%	1%	0%
COc1ccccc1NC(=S)NCCN1CCOCC1	2	4	2	-12	0%	3.5%	1	7%	0%	1%	9%
O=C(Nc1c(-c2ccccc2)nc2ccccn12)c1ccco1	3	-4	1	3	0%	0.0%	8	-4%	2%	0%	7%
CC(=O)c1cccc(NC(=O)CCCSc2ccccc2)c1	2	-5	u	-19	-1%	0.6%	-17	3%	6%	0%	x
CCCN1CCN(S(=O)(=O)c2ccc(OC)c(Br)c2)CC1	4	8	28	7	6%	-0.2%	7	-1%	13%	1%	-1%
N/C(=N\OC(=O)c1cnn(-c2ccccc2)c1C(F)(F)F)c1ccc(C(F)(F)F)cc1	1	-3	0	9	1%	0.5%	-13	x	-9%	x	1%

Entries above with four or more nitrogen atoms, in the order listed:
SMILES	FBPA coupling cs	KCNH2 WT inh	TRPV1 ag	Giardia killer	USP2a inh	B2AR arrestin	KCNH2 3.1 block	Menin-MLL TR inh	CXXC DNA block	GALK inhibitor	PKM2 activator
COc1ccc(OC)c(CNc2nc3ccccc3n2CCN2CCCCC2)c1	-3	54	u	10	-5%	-0.1%	-15	u	6%	-2%	-8%
Cc1cc(C)n(CC(C)Nc2nc3nonc3nc2N2CCCCC2)n1 (stereo unspecified)	-1	-10	10	-7	-2%	-1.5%	1	-1%	7%	0%	-4%
CCOc1cc(/C=N/Nc2nnc(C)n2N)ccc1O	-8	9	-8	-9	2%	0.0%	3	u	20%	0%	x
CN(C)C(CNC(=S)Nc1ccccc1Cl)c1cccnc1 (stereo unspecified)	0	4	-6	7	2%	-0.1%	10	10%	19%	5%	-2%
Cc1ccc2c(c1)C(c1ccncc1)=NNC(c1ccc(F)cc1)=N2	0	6	13	19	-1%	0.3%	-6	-9%	-7%	7%	1%
CC(C)(C)n1nnnc1C(c1cccs1)N(Cc1ccccc1)Cc1cccnc1 (stereo unspecified)	6	8	u	-19	2%	-0.2%	-2	-3%	14%	1%	-4%
Cn1c(SCc2ccccc2)nnc1-c1ccc2nonc2c1	3	-11	2	-8	3%	0.4%	-14	x	-3%	-2%	9%
Cc1cc(-c2ccc(Cl)cc2)n2nc(N)nc2n1	3	-1	-2	-8	0%	-0.2%	-2	13%	2%	-1%	-1%
O=C(CSc1ncnc2nc[nH]c12)c1ccccc1	5	-13	-1	-11	0%	0.0%	-27	3%	-3%	1%	0%
N/C(=N\OC(=O)c1cnn(-c2ccccc2)c1C(F)(F)F)c1ccc(C(F)(F)F)cc1	1	-3	0	9	1%	0.5%	-13	x	-9%	x	1%
